ELG1 repair inh: blocks ELG1-dependent DNA repair in HEK293T cells | Potency, µM (top dose mostly 46.1 µM), without a hit: top-dose activity change, negative = inhibition, most hits filed as inhibitors | HEK293T ELG1-luciferase reporter, luminescence, 16 h; DNA damage induced by 5-fluorouridine | AID 504467 | actives 2.3% (n = 330,000); active = well fitted inhibition curve with a large enough effect; inconclusive = small, poorly fitted or top-dose-only effect, or effect the other way; also: potency is read from the fitted curve at half-maximal effect; nearly all actives have a fitted effect of over 55% in size
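Cells (2,000 per well) received 5-fluorouridine plus test compound or DMSO and were incubated 16 hr at 37 °C, 5% CO2. Luciferase activity was read by luminescence 30 min after ONE-Glo addition; signal suppression marked inhibition of damage-induced ELG1 function.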
KCNH2 3.1 inh: inhibitors of human KCNH2 3.1 potassium channel isoform | U2OS KCNH2 3.1, thallium flux FluxOr; stronger effect = lower value | activity change, % (tested at about 1.8 µM) | actives 0.95% (n = 340,000) | AID 720553;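 active = maximum activity change below -70%; inconclusive = maximum activity change from -70% to -50%; inactive = maximum activity change above -50%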;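 also: thallium influx rate constant from kinetic fluorescence after stimulation buffer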
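U2OS cells transduced with KCNH2 3.1 mutant virus (1.77 x 10^8 /mL, 4 h), plated overnight at 37 C, loaded 45 min with FluxOr dye plus Red40 quencher. Thallium flux rate constant from kinetic reads after stimulation buffer, normalised to controls.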
* = called active by the depositor. % is scaled to controls: 0 for no effect and ±100 for the full control effect. These rows are one share of the data; the hit share may differ from the screen's.

COC(=O)C[C@H](NC(=O)Cn1cnc(C(=O)Nc2ccc(C)c(C)c2)n1)C(=O)OC was read as ELG1 repair inh inconclusive and KCNH2 3.1 inh 13.
Screening CCOc1ccc(C(=O)CCC(=O)N2CCN(c3ccc(O)cc3)CC2)cc1 returned ELG1 repair inh 3% and KCNH2 3.1 inh 15.
For NS(=O)(=O)c1ccc(NC(=O)COC(=O)Cn2cnc3ccccc3c2=O)cc1 the results were ELG1 repair inh 9% and KCNH2 3.1 inh -11.
`COCc1c(C(=O)NCCc2ccc(OC(F)F)cc2)oc2ccccc12` gave ELG1 repair inh 0% and KCNH2 3.1 inh -17.
For O=C(NS(=O)(=O)N1CCOCC1)C1=C(N2CCCC2)COC1=O the results were ELG1 repair inh inconclusive and KCNH2 3.1 inh 12.
`CCN(CC)S(=O)(=O)c1cccc(NC(=O)COC(=O)c2cncc(Br)c2)c1` gave ELG1 repair inh -10% and KCNH2 3.1 inh 5.
O=C(COC(=O)Cc1cccs1)Nc1cc(S(=O)(=O)N2CCOCC2)ccc1Cl was read as ELG1 repair inh 13% and KCNH2 3.1 inh -6.
Screening O=C(Cn1cnc2c(NCc3ccccc3)ncnc21)NCCc1cc2ccccc2[nH]1 returned ELG1 repair inh -29% and KCNH2 3.1 inh 7.
For Cc1ccc(CN(C)C(=O)c2cccc(S(=O)(=O)N3CCc4ccccc43)c2)cc1 the results were ELG1 repair inh -16% and KCNH2 3.1 inh -11.
`C[C@H](CO)N1C[C@H](C)[C@@H](CN(C)S(=O)(=O)c2ccc(F)cc2)Oc2c(NC(=O)NC3CCCCC3)cccc2C1=O` gave ELG1 repair inh inconclusive and KCNH2 3.1 inh 2.
`CC[C@]12c3[nH]c4ccc(OC)cc4c3CCN1C(=O)C(CC(=O)NCCCN(C)C)C[C@@H]2C(=O)N1CCN(C(=O)c2ccco2)CC1` (some centres not stated) gave ELG1 repair inh 27% and KCNH2 3.1 inh -3.
CCOc1ccc(C(=O)N[C@H](C(=O)NNC(=O)c2cccs2)C(C)C)cc1 was read as ELG1 repair inh inconclusive and KCNH2 3.1 inh 5.

Ordered by molecular weight (smallest number first): part of the list above.
Screening CCOc1ccc(C(=O)CCC(=O)N2CCN(c3ccc(O)cc3)CC2)cc1 returned ELG1 repair inh 3% and KCNH2 3.1 inh 15.
For NS(=O)(=O)c1ccc(NC(=O)COC(=O)Cn2cnc3ccccc3c2=O)cc1 the results were ELG1 repair inh 9% and KCNH2 3.1 inh -11.
COC(=O)C[C@H](NC(=O)Cn1cnc(C(=O)Nc2ccc(C)c(C)c2)n1)C(=O)OC was read as ELG1 repair inh inconclusive and KCNH2 3.1 inh 13.
`CCN(CC)S(=O)(=O)c1cccc(NC(=O)COC(=O)c2cncc(Br)c2)c1` gave ELG1 repair inh -10% and KCNH2 3.1 inh 5.
`C[C@H](CO)N1C[C@H](C)[C@@H](CN(C)S(=O)(=O)c2ccc(F)cc2)Oc2c(NC(=O)NC3CCCCC3)cccc2C1=O` gave ELG1 repair inh inconclusive and KCNH2 3.1 inh 2.

The results go on:
Screening CC(OC(=O)c1ccc(O)cc1)C(=O)Nc1ccc(Oc2ccccc2)cc1 (configuration not stated) returned ELG1 repair inh -2% and KCNH2 3.1 inh 10.
`COC(=O)c1ccc(CNC(=O)Cn2cnc3c(OCc4ccccc4)ncnc32)cc1` gave ELG1 repair inh 2% and KCNH2 3.1 inh 3.
`CC(NC(=O)COC(=O)C1CC1C)c1ccccc1` (configuration not stated) gave ELG1 repair inh 12% and KCNH2 3.1 inh 1.
CSc1ncccc1C(=O)OCC(=O)c1cc(C)n(C)c1C was read as ELG1 repair inh inconclusive and KCNH2 3.1 inh -2.
`CC1CCN(C(=O)CSc2nnc3ccccn23)CC1` gave ELG1 repair inh inconclusive and KCNH2 3.1 inh -14.
CN(C(=O)COC(=O)c1ccccc1C(=O)c1ccccc1)c1ccccc1 was read as ELG1 repair inh 12% and KCNH2 3.1 inh -7.
Screening COc1ccccc1NC(=O)c1ccccc1C(=O)N(C)Cc1ccccc1 returned ELG1 repair inh 20% and KCNH2 3.1 inh 8.
Screening O=C(COc1ccc(F)cc1)NCCNC(=O)COc1ccc(F)cc1 returned ELG1 repair inh 3% and KCNH2 3.1 inh -18.
COc1cc(C(=O)COC(=O)c2c(C)noc2C)cc(OC)c1OC was read as ELG1 repair inh 16% and KCNH2 3.1 inh 10.
Screening CCCC(=O)Nc1cc(S(=O)(=O)N2CCOCC2)ccc1N1CCCCC1 returned ELG1 repair inh -11% and KCNH2 3.1 inh 9.
For CCCCC1(C)NC(=O)N(CC(=O)N2CCc3ccccc32)C1=O (configuration not stated) the results were ELG1 repair inh 13% and KCNH2 3.1 inh -7.
Screening CC[C@@H](C)[C@@H]1CN([C@@H](C)CN2CCC[C@H]2CN2C(N)=NC[C@H]2C(C)C)C(=N)N1CCc1ccc(Cl)c(Cl)c1 returned ELG1 repair inh 4% and KCNH2 3.1 inh 4.
For O=C(NCCc1ccccc1)c1cc([N+](=O)[O-])ccc1N1CCOCC1 the results were ELG1 repair inh 12% and KCNH2 3.1 inh 0.
For CC[C@]12c3[nH]c4cc(-c5ccco5)ccc4c3CCN1C(=O)[C@@H](CC(=O)NCCC1=CCCCC1)C[C@@H]2C(=O)N1CCN(C(=O)C2CC2)CC1 the results were ELG1 repair inh 21µM* and KCNH2 3.1 inh 5.
For O=C(COC(=O)CCc1nc2ccccc2c(=O)[nH]1)Nc1ccccc1 the results were ELG1 repair inh 18% and KCNH2 3.1 inh 1.
`COc1ccc([C@H]2C(C(=O)O)=C[C@@H](C(C)(C)C)N2S(=O)(=O)c2ccccc2)cc1` gave ELG1 repair inh -1% and KCNH2 3.1 inh 1.
`COc1cc(C(=O)COC(=O)c2ccc([N+](=O)[O-])o2)cc(OC)c1OC` gave ELG1 repair inh 3% and KCNH2 3.1 inh -3.
For CC(C(=O)Nc1ccc(S(=O)(=O)N2CCCC2)cc1)N1CCN(c2ccccc2O)CC1 (configuration not stated) the results were ELG1 repair inh inconclusive and KCNH2 3.1 inh -15.
`Cc1ccc(S(=O)(=O)N[C@H](C(=O)NC2CCC(C)CC2)C(C)C)cc1` (some centres not stated) gave ELG1 repair inh 22% and KCNH2 3.1 inh 18.
Screening Cn1nc(C(=O)OCC(=O)Nc2ccc(F)cc2Cl)c2ccccc2c1=O returned ELG1 repair inh inconclusive and KCNH2 3.1 inh 12.
For CCN(CC)S(=O)(=O)c1ccc(/C=C/C(=O)OCC(=O)NC(=O)C2COc3ccccc3O2)cc1 (configuration not stated) the results were ELG1 repair inh inconclusive and KCNH2 3.1 inh -2.
`O=C1CN(C(=O)COC(=O)CCC(=O)c2ccc(F)cc2)c2ccccc2N1` gave ELG1 repair inh 2% and KCNH2 3.1 inh 7.
Screening COc1ccccc1NC(=O)c1ccc(S(=O)(=O)N(C)c2ccccc2OC)cc1 returned ELG1 repair inh inconclusive and KCNH2 3.1 inh -8.
For COc1ccc(NC(=O)COC(=O)c2ccc3c(c2)OCO3)c(OC)c1 the results were ELG1 repair inh 10% and KCNH2 3.1 inh -2.
Screening CCCC(CNC(=O)COC(=O)C1=NNC(=O)CC1)c1ccc(Cl)cc1Cl (configuration not stated) returned ELG1 repair inh -1% and KCNH2 3.1 inh -8.
O=C(COc1ccc(-c2nnco2)cc1)Nc1ccc(F)c(Cl)c1 was read as ELG1 repair inh -4% and KCNH2 3.1 inh 5.
`CCCn1c(SCC(=O)NC(=O)NCc2ccccc2)n[nH]c1=O` gave ELG1 repair inh 0% and KCNH2 3.1 inh 6.
`COc1ccccc1N(C)S(=O)(=O)c1ccc(Cl)c(C(=O)NCc2ccco2)c1` gave ELG1 repair inh 21µM* and KCNH2 3.1 inh 2.
For Cc1ccccc1OCC(=O)OCC(=O)NCc1ccccc1Cl the results were ELG1 repair inh 16% and KCNH2 3.1 inh 8.
Screening COC(=O)C1CCN(CC(=O)Nc2ccc3c(c2)OCCO3)CC1 returned ELG1 repair inh inconclusive and KCNH2 3.1 inh -15.
For C[C@]12c3[nH]c4ccc(Cl)cc4c3CCN1C(=O)[C@@H](CC(=O)NCC13CC4CC(CC(C4)C1)C3)C[C@@H]2C(=O)N1CCCCC1 the results were ELG1 repair inh inconclusive and KCNH2 3.1 inh 15.
For CC(C)N(C(=O)[C@H]1C[C@H](CC(=O)NCCC2=CCCCC2)C(=O)N2CCc3c([nH]c4cc(-c5ccco5)ccc34)[C@]12C)C(C)C the results were ELG1 repair inh -12% and KCNH2 3.1 inh -12.
COC(=O)C1=CO[C@@H](O[C@@H]2O[C@H](CO)[C@@H](O)[C@H](O)[C@H]2O)C2C1CC(O)O[C@H]2C (some centres not stated) was read as ELG1 repair inh 9% and KCNH2 3.1 inh 16.
`COc1cc(Br)c(CC(=O)NNC(=O)c2ccc(F)cc2)cc1OC` gave ELG1 repair inh 20% and KCNH2 3.1 inh -4.
`CCN(CC)C(=O)c1nc[nH]c1C(=O)N1CCC(C)CC1` gave ELG1 repair inh 4% and KCNH2 3.1 inh -7.
`Cc1sc2ncnc(N3CCN(S(=O)(=O)c4ccc(C(C)(C)C)cc4)CC3)c2c1C` gave ELG1 repair inh inconclusive and KCNH2 3.1 inh -24.
For CCc1cc(Cn2nc(-c3ccccc3)cc2C(=O)NCc2cccc(Br)c2)on1 the results were ELG1 repair inh inconclusive and KCNH2 3.1 inh 8.
`COc1ccc(S(=O)(=O)N(C)C[C@H]2Oc3c(NC(=O)C4CCCCC4)cccc3C(=O)N([C@H](C)CO)C[C@@H]2C)cc1` gave ELG1 repair inh -7% and KCNH2 3.1 inh 17.
`O=C(COC(=O)CC1CC2CCC1C2)NCc1ccccc1` (configuration not stated) gave ELG1 repair inh 19% and KCNH2 3.1 inh 14.
CC(=O)c1ccc(NC(=O)CSc2nnc(C3CC3)n2C2CC2)cc1 was read as ELG1 repair inh 3% and KCNH2 3.1 inh -16.
Screening COCCN(Cc1ccccc1)C(=O)C1CCN(C(=O)Nc2ccccc2)CC1 returned ELG1 repair inh 1% and KCNH2 3.1 inh 5.
`CC[C@]12c3[nH]c4ccccc4c3CCN1C(=O)C(CC(=O)NCCCN(C)C)C[C@@H]2C(=O)N1CCN(C(=O)C2CC2)CC1` (some centres not stated) gave ELG1 repair inh 4% and KCNH2 3.1 inh 0.
For C[C@H](CO)N1C[C@H](C)[C@@H](CN(C)C(=O)Nc2ccc(C(F)(F)F)cc2)Oc2ccc(NS(=O)(=O)c3cn(C)cn3)cc2C1=O the results were ELG1 repair inh 11% and KCNH2 3.1 inh 5.
Screening CCOC(=O)C1=CNS(=O)(=O)NC1CCc1ccccc1 (configuration not stated) returned ELG1 repair inh 8% and KCNH2 3.1 inh -2.
O=C(COC(=O)c1ccccc1)Nc1ncc([N+](=O)[O-])s1 was read as ELG1 repair inh 13% and KCNH2 3.1 inh 2.
For COc1ccc(S(=O)(=O)N(C)C[C@H]2Oc3ccc(NS(=O)(=O)c4cn(C)cn4)cc3C(=O)N([C@H](C)CO)C[C@@H]2C)cc1 the results were ELG1 repair inh 8% and KCNH2 3.1 inh 5.
O=S(=O)(Nc1cccc(S(=O)(=O)N2CCCC2)c1)c1ccccc1F was read as ELG1 repair inh 16% and KCNH2 3.1 inh 3.
O=C(CSc1nc2nn(-c3ccccc3)c(=O)c-2c2n1CCCCC2)Nc1cccc(F)c1 was read as ELG1 repair inh inconclusive and KCNH2 3.1 inh -7.
`CCN(C[C@H]1N[C@@](Cc2ccccc2)(C(=O)OC)[C@H]2C(=O)N(C)C(=O)[C@@H]12)C(=O)c1ccc(C(C)(C)C)cc1` gave ELG1 repair inh 8% and KCNH2 3.1 inh 20.
O=C(NCC1CC1)c1cccc2c1C(=O)c1ccc(N3CCCC3)cc1S2(=O)=O was read as ELG1 repair inh inconclusive and KCNH2 3.1 inh 23.
For O=C(COC(=O)CCC(=O)c1ccc(F)cc1)NCCc1ccccc1 the results were ELG1 repair inh 7% and KCNH2 3.1 inh 1.
For COC(=O)[C@@]1(C)[C@H]2C(=O)N(C)C(=O)[C@H]2[C@H]2CN=C(SCc3ccc(C#N)cc3)N21 the results were ELG1 repair inh 27% and KCNH2 3.1 inh 14.
Screening CC(C)CN(C(=O)CSc1nc(N)cc(N)n1)C1CCS(=O)(=O)C1 (configuration not stated) returned ELG1 repair inh inconclusive and KCNH2 3.1 inh 1.
`COc1ccc([N+](=O)[O-])cc1NC(=O)C(C)OC(=O)Cc1ccc(OC)c(OC)c1` (configuration not stated) gave ELG1 repair inh -5% and KCNH2 3.1 inh -10.
O=C(COCc1ccccc1)N[C@@H]1c2ccccc2CC[C@@H]1OCc1ccccc1 was read as ELG1 repair inh inconclusive and KCNH2 3.1 inh 0.
For CC1(C)NC(=O)N(CC(=O)OCC(=O)c2ccc(Cl)s2)C1=O the results were ELG1 repair inh 15% and KCNH2 3.1 inh 2.

By substructure, the compounds so far with bromine.
`CCN(CC)S(=O)(=O)c1cccc(NC(=O)COC(=O)c2cncc(Br)c2)c1` gave ELG1 repair inh -10% and KCNH2 3.1 inh 5.
`COc1cc(Br)c(CC(=O)NNC(=O)c2ccc(F)cc2)cc1OC` gave ELG1 repair inh 20% and KCNH2 3.1 inh -4.
For CCc1cc(Cn2nc(-c3ccccc3)cc2C(=O)NCc2cccc(Br)c2)on1 the results were ELG1 repair inh inconclusive and KCNH2 3.1 inh 8.

Source: PubChem (National Center for Advancing Translational Sciences (NCATS))
